Tn7 DDE FP = inhibitors of Tn7 peptide binding to fibrin DD(E), primary screen, biochemical, fluorescence polarization, human fibrin, Tn7 probe | FP displacement of FITC-Tn7 peptide from fibrin DD(E); 0% = median of compound wells per plate | inhibition, % at 8.3 µM | 0.13% of 370,000 active | AID 720508, 2013;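 active means inhibition above the mean of compounds falling within the control limits plus 3 SD of them, cut at about 14% in these data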;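 further: 0% = plate median of compound wells and 100% = 10 µM Aha-Tn7 peptide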
Target sequence (P02675 whole entry, looked up): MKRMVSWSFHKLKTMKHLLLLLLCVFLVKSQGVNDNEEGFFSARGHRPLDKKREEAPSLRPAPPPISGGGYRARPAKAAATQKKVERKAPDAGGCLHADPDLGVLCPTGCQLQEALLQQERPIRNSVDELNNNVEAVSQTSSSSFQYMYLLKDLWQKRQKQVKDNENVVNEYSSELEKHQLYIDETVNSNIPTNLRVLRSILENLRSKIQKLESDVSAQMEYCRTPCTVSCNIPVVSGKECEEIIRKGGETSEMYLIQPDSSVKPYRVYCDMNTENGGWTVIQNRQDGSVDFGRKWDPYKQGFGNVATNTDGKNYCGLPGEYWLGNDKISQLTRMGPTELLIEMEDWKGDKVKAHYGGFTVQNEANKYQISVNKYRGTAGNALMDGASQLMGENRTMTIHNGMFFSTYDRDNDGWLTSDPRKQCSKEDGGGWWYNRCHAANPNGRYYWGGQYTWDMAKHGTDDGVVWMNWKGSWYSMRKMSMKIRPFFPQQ
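Assay system: Fibrin-DD(E) protein isolated from polymerized human fibrin clots; read-out basis: percent inhibition; medium: Tris/NaCl/CaCl2 buffer, pH 7.8; signal: FP measurement; incubation: 10 min plus 3 h, room temperature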
SIAE inh = human SIAE inhibitors, primary screen, biochemical, fluorescence polarization, FP-Rh probe, 1536-well HTS; Sialate O-acetylesterase (Homo sapiens), Q9HAT2; SIAE FP-Rh probe binding; inhibition, % at 9.66 µM; 0.69% of 370,000 active; AID 1053197, 2014;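 active means inhibition above a cutoff: mean of compounds within the control limits plus 3 SD of those, cut at about 17% in these data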;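 further: 0% = plate median of compound wells and 100% = probe without SIAE protein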
PRMT1 FP inh = PRMT1 methyltransferase inhibitors, primary screen, biochemical, fluorescence polarization | inhibition, % at 2.79 µM | 1.3% of 370,000 active | Protein arginine N-methyltransferase 1 (Homo sapiens), Q99873 | AID 652257, 2013 | recombinant PRMT1, activity-based probe fluorescence polarization;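 active means inhibition above about 21% made by adding two undisclosed values, limit read from the data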
HTRA1 inh = HTRA1 serine protease inhibitors, primary screen, biochemical, fluorescence polarization, HTS. Q92743. recombinant HTRA1, FP-rhodamine activity-based probe. inhibition, % at 5.96 µM. 0.5% of 340,000 active. AID 504803, 2011; in the data active means inhibition above about 36%;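 further: 0% = enzyme with DMSO and 100% = wells lacking enzyme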
TCR-CD3 inh = inhibitors of human TCR-CD3 interaction, primary screen, biochemical, fluorescence, TAMRA-labeled TCR probe | T-cell receptor (TCR) | inhibition, % at 9.4 µM | 0.37% of 360,000 active; in the data active means inhibition above about 19%;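 further: recombinant mutant TCR 2C K166C tagged with TAMRA read by polarization; 0% = receptor in buffer alone and 100% = receptor with positive control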
TDP2 inh = human TDP2 enzyme inhibitors, primary screen, biochemical, epi absorbance, recombinant enzyme; Tyrosyl-DNA phosphodiesterase 2 (Homo sapiens), O95551; T5PNP hydrolysis, p-nitrophenol absorbance 415 nm; inhibition, % at 12.8 µM; 0.34% of 370,000 active;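 active means inhibition above the mean of all tested compounds plus 3 SD, set per campaign, cut at about 25% in these data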;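 further: 0% = DMSO with enzyme and 100% = buffer with substrate but no TDP2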
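Evaluation: % inhibition relative to enzyme-containing and enzyme-free wells. Material: recombinant human TDP2. Benchmarks: enzyme-free and DMSO wells. Timing: enzyme reaction with compound for 2 h at 37 °C. Compound dosing: 12.8 µM only. Measured by: p-Nitrophenol epi absorbance. Reagent: T5PNP substrate at 5 mM, a TopII-DNA adduct mimic. Replication: single well per compound.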
ABHD4 inh = ABHD4 inhibitors, primary screen, biochemical, fluorescence polarization, mouse; (Lyso)-N-acylphosphatidylethanolamine lipase (Mus musculus), Q8VD66; 0.54% of 370,000 active; purified mABHD4, FP-Rh probe fluorescence polarization; inhibition, % at 8.92 µM;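 active means inhibition exceeding the mean over every tested compound plus 3 SD, cut at about 30% in these data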;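 further: 0% = plate median of compound wells and 100% = S159A mutant with DMSO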
Target sequence (Q8VD66 whole entry, looked up): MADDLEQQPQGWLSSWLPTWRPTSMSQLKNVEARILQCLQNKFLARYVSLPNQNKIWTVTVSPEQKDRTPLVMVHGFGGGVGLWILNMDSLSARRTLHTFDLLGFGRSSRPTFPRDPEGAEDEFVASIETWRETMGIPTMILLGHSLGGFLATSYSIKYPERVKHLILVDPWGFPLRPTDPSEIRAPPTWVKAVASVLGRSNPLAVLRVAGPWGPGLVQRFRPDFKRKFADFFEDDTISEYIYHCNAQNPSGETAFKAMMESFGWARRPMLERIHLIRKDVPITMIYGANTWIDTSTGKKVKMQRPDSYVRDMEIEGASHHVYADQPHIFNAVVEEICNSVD
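Assay system: mouse ABHD4 enzyme, wild type / Also added: fluorescent activity-based probe FP-Rh / Doses: single nominal dose of 8.92 µM, 0.89% DMSO final / Timing: 45 min compound pre-incubation plus 60 min probe step, 25 °C / Signal: FP readout, ex 525 nm / em 598 nm / Control set: S159A mutant/DMSO as 100%, compound-well median as 0%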
PG9 Ab binder = binders of HIV-1 gp120 antibody PG9, primary screen, biochemical, TR-FRET | HIV-1 gp120 / PG9 antibody interaction | TR-FRET gp120-PG9 antibody binding | inhibition, % at 6.7 µM | 0.43% of 360,000 active; in the data active means inhibition above about 8.5%
LEDGF integ inh = blockers of LEDGF/p75-dependent integrase strand transfer – biochemical, TR-FRET, high throughput, primary screen; HIV-1 integrase (with human LEDGF/p75); TR-FRET IN-LEDGF/p75 DNA integration, Eu/Cy5; inhibition, % at 3.7 µM; 0.64% of 370,000 active;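 active means inhibition above the screen-wide mean plus 3 SD, cut at about 13% in these data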;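 further: signal is the Cy5 over europium emission ratio at 671 and 618 nm; 0% = plate median of compound wells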
UHRF1 MBD2 ctr = UHRF1 methylated DNA binding inhibitors, primary screen, counter-screen for MBD2 inhibitor project, biochemical, TR-FRET, human UHRF1, single concentration; UHRF1 binding to methylated oligo; inhibition, % at 4.4 µM; 0.75% of 370,000 active; in the data active means inhibition above about 21%;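 further: UHRF1 SRA domain binding a hemimethylated CpG hairpin DNA probe; 0% = median of test compound wells and 100% = reference inhibitor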
* hit, by the source's call; . = no result given.

SMILES | Tn7 DDE FP | SIAE inh | PRMT1 FP inh | HTRA1 inh | TCR-CD3 inh | TDP2 inh | ABHD4 inh | PG9 Ab binder | LEDGF integ inh | UHRF1 MBD2 ctr
CCOc1cc(C2Nc3ccccc3C(=O)N2c2ccccc2)ccc1O (centres undefined) | 7 | 1 | 1 | 7 | -1 | 1 | -7 | -1.2 | -2 | 6
CC(=O)c1sc(N/N=C\c2c(O)ccc3ccccc23)nc1C | -13 | 14 | 0 | 39* | 7 | -7 | 31* | -3.5 | 1 | -7
CCc1cc2cc(OC)ccc2nc1SCC(=O)NNC(=O)c1ccco1 | -3 | -6 | 1 | -5 | 5 | 1 | 1 | -3.2 | 1 | -6
O=C(Nc1cccc(S(=O)(=O)NCc2ccco2)c1)c1ccc(Cl)cc1 | -6 | -1 | 2 | -18 | 4 | 5 | -13 | 0.5 | 0 | -1
CC1CCCC(NC(=O)CNC(=S)N(Cc2ccccc2)Cc2cccs2)C1C (centres undefined) | -4 | 3 | -4 | -34 | 0 | 2 | 23 | -1.1 | -3 | 0
Cc1c(NC(=O)c2ccc(NS(=O)(=O)c3cccc([N+](=O)[O-])c3)cc2)c(=O)n(-c2ccccc2)n1C | -1 | 5 | -1 | -9 | -3 | -10 | 1 | -0.8 | -4 | 4
C=CCN1CC(C(=O)N2CCC(Cc3ccc(Cl)cc3)(C(=O)OCC)CC2)CC1=O (centres undefined) | 5 | 1 | -2 | 8 | 2 | -4 | -1 | -0.7 | 0 | 1
CCOC(=O)[C@@H](NC(=O)[C@@H]1CC=C[C@@H]2CCN(Cc3ccc(Cl)cc3)C(=O)[C@@H]21)C(C)C | 1 | 5 | -1 | . | . | 8 | 4 | . | 1 | 0
CC(=O)Cc1nsc(Nc2ccc(Cl)cc2)n1 | -4 | 2 | -3 | 1 | 2 | -5 | -5 | -0.6 | 0 | -2
N#Cc1ccccc1S(=O)(=O)N1CCN(C(=O)Cc2coc3cc(O)ccc23)CC1 | -2 | 14 | 8 | 5 | 0 | -2 | 14 | 0.1 | -4 | 0
Cc1ccc(NC(=O)C(C)OC(=O)Cn2cnc3ccccc3c2=O)cc1 (centres undefined) | -6 | -5 | -4 | -3 | 4 | -16 | -6 | -1.8 | 2 | 2
CCOc1ccccc1C(=O)Nc1nnc(SCC(=O)Nc2cc(C)on2)s1 | 4 | 0 | 5 | -2 | -2 | -13 | 2 | 0.5 | -7 | 1
O=C(CCn1c(=S)[nH]c2ccccc2c1=O)NCCc1ccc(Cl)cc1 | 2 | 2 | -1 | -8 | -1 | -13 | -3 | -0.8 | -2 | 1
CC(C)c1nc2oc3c(=O)[nH]cnc3c2c2c1CCC2 | -2 | -4 | 5 | 10 | -2 | -12 | -10 | -1.1 | -2 | 1
CC(=O)NN1C(=O)c2ccccc2NC1c1cccc([N+](=O)[O-])c1 (centres undefined) | -7 | -5 | 4 | 2 | 2 | -3 | 5 | 1.3 | 4 | 1
CC(=O)C1=C(C)Nc2cc(C(F)(F)F)ccc2S1 | 1 | -3 | 28* | -7 | 1 | 2 | 5 | -1.3 | -2 | -2
O=C1[C@@H]2Cc3c([nH]c4ccccc34)C(c3cccc([N+](=O)[O-])c3)N2C(=O)CN1CCCO (some centres undefined) | 6 | -6 | 5 | -1 | -4 | -12 | 3 | 0.8 | -5 | -1
Cc1ccc(C(=O)N(Cc2nc(-c3ccc(C)cc3)no2)C(C)C)cc1 | 4 | -3 | 4 | -1 | -8 | 2 | -10 | -0.9 | -2 | 3
COC(=O)CN(C)C1CC(=O)N(c2ccc(Cl)cc2)C1=O (centres undefined) | -2 | 3 | 6 | 0 | 1 | -6 | 4 | 1.3 | 3 | -1
CC(C)NC(=O)Nc1cccc2c1O[C@@H](CN(C)S(=O)(=O)c1ccc(F)cc1)[C@@H](C)CN([C@H](C)CO)C2=O | -7 | 1 | -1 | -9 | 11 | 3 | -5 | -0.4 | 1 | -1
CCCCCNC(=O)CCn1c(=O)oc2ccccc21 | -4 | 0 | -1 | -1 | -3 | 6 | -2 | 1.3 | 6 | 2
CN(C)CCNC(=O)Nc1ccc([N+](=O)[O-])cc1 | 1 | -5 | 1 | 0 | -14 | 1 | -5 | -0.7 | -5 | 0
O=C(O)C(c1ccccc1)N1CCCCC1 (centres undefined) | -4 | 0 | -2 | 11 | 8 | 5 | -2 | 1.2 | 2 | 1
Cc1ccc(NC(=O)CSc2nnc(COc3ccc(C#N)cc3)n2-c2ccccc2)cc1C | 6 | -8 | -1 | -13 | 6 | 8 | -9 | -2.0 | 0 | 0
CCCN(CCC)c1cc(=O)nc2ccccn12 | 1 | 11 | -1 | . | -3 | 5 | 4 | 0.0 | -1 | -2
CN(C)c1nc(N)c2nccnc2n1 | -1 | 13 | -2 | -3 | 3 | 3 | 3 | -2.0 | 2 | -1
CCOC(=O)COc1ccccc1-c1ccno1 | -2 | 7 | -2 | -4 | 0 | -9 | -5 | -1.6 | 0 | 0
CCOCCCNC(=S)N(CCN(CC)CC)Cc1cc2cc3c(cc2[nH]c1=O)OCCO3 | 1 | -4 | -1 | 2 | -5 | 3 | -5 | -1.9 | -1 | 0
O=C(Nc1cccc(S(=O)(=O)NCc2ccco2)c1)c1cc(-c2ccccc2)nc2ccccc12 | -4 | -50 | 6 | -85 | -5 | -1 | -80 | -1.1 | 1 | 0
Cn1nc(-c2ccccc2F)c2cc(C(=O)Nc3ccc4c(c3)OCCO4)sc21 | -9 | -20 | 0 | -54 | 2 | -1 | -32 | -0.8 | -1 | -2
Cc1ccc(C(=O)NNC(=S)NC(=O)c2ccccc2)cc1 | -5 | 8 | 3 | 3 | 4 | -29 | 2 | -2.1 | 6 | 0
O=C(COc1ccccc1Cl)N(Cc1cccs1)C1CCS(=O)(=O)C1 (centres undefined) | -7 | -6 | -4 | 4 | -1 | -5 | 6 | 0.8 | 2 | 0
COC(=O)c1ccc(NC(C(=O)OC)C(C)C)c([N+](=O)[O-])c1 (centres undefined) | 0 | 1 | -4 | -1 | 3 | -1 | 8 | -1.3 | 0 | -3
CCc1ccc(C2(C)SC(NC(C)=O)=NN2C(C)=O)cc1 (centres undefined) | 4 | -15 | -3 | 4 | 3 | -17 | -11 | -1.3 | 1 | 4
O=C(/C=C/c1ccc(Cl)cc1)N1CCOCC1 | 2 | -7 | 2 | 6 | 4 | 2 | 3 | -0.7 | 1 | -3
O=C(c1cc(-c2ccc(F)cc2)on1)N1CCCc2ccccc21 | -3 | -2 | -3 | -12 | 1 | -13 | 0 | 1.1 | -2 | -1
CCn1c(SCC(=O)N2CCOCC2)nnc1-c1cccs1 | -2 | -3 | -2 | 0 | -7 | 9 | 4 | -0.9 | 4 | -1
CC(=O)NC(=S)Nc1cccc(S(=O)(=O)NC2=NCCC2)c1 | 6 | 2 | -3 | -4 | 1 | 5 | -7 | -1.4 | 0 | 1
CCN(CC)CCNC(=O)C(=O)NCC1OCCN1S(=O)(=O)c1ccc(Cl)cc1 (centres undefined) | 1 | -2 | -5 | 2 | -4 | -4 | -3 | -1.1 | 2 | 1
COC(=O)COc1cccc(NS(=O)(=O)c2ccc(NC(C)=O)cc2)c1 | -3 | 3 | -3 | 4 | 6 | 3 | 0 | 0.4 | 1 | 0
CCOc1ccccc1CN1CCNC(=O)C1CC(=O)N(C)Cc1cnccn1 (centres undefined) | 1 | 1 | 5 | 1 | -8 | -6 | 3 | 1.4 | -4 | 3
CSc1n[nH]c(NCc2ccc(C)cc2)n1 | 8 | -1 | 5 | 12 | 1 | 14 | -5 | 0.6 | 1 | 3
COc1cccc(-c2nnc(SCc3cccnc3)o2)c1 | 2 | 2 | 3 | -5 | -1 | 6 | 5 | -4.3 | 1 | -1
CCOC(=O)c1cc2c(c(-c3ccccc3)n1)[C@@H](CCO)N(S(=O)(=O)C(C)(C)C)C2 | 2 | 1 | -3 | -1 | -7 | 5 | -1 | 0.4 | 4 | -1
CCOc1ccccc1-n1c(=O)c2ccccc2c2ccccc2c1=O | 0 | 9 | 4 | -15 | 4 | 5 | 3 | -0.3 | -2 | 3
CCC1CCCCN1C(=O)CN1C(=O)c2ccccc2S1(=O)=O (centres undefined) | 1 | -1 | 1 | 5 | -1 | 9 | 15 | 0.4 | -2 | -3
CCOc1ccc(S(=O)(=O)N2CCOCC2)cc1NC(=O)CCOc1ccc(C(C)(C)C)cc1 | -3 | -12 | -2 | -10 | 1 | -5 | -7 | -1.7 | 7 | 3
CCOC(=O)c1c(-c2ccccc2)oc2ccc(OCC)cc12 | 5 | -3 | 1 | -16 | 5 | 9 | 3 | -0.9 | -1 | -2
CNc1nc2c(N)ncnc2n1[C@H]1O[C@@H](CO)[C@H](O)[C@@H]1O | 5 | -5 | 5 | 1 | -3 | -10 | 0 | -0.3 | -5 | 2
Cc1ccc([C@@H]2[C@@H]3C(=O)N(C)C(=O)[C@@H]3[C@]3(Cc4ccccc4)C(=O)N(Cc4ccccc4)CC(=O)N23)o1 | 0 | -1 | -3 | 2 | 11 | -3 | 7 | 0.3 | -3 | 0
Cc1ccc(OC(C)C(=O)Nc2ccccc2C(=O)NCc2cccnc2)cc1C (centres undefined) | 3 | -3 | 4 | -7 | -6 | -14 | -5 | 1.9 | -8 | 2

Arranged by heavy-atom count (descending): part of the list above
SMILES | Tn7 DDE FP | SIAE inh | PRMT1 FP inh | HTRA1 inh | TCR-CD3 inh | TDP2 inh | ABHD4 inh | PG9 Ab binder | LEDGF integ inh | UHRF1 MBD2 ctr
CCc1cc2cc(OC)ccc2nc1SCC(=O)NNC(=O)c1ccco1 | -3 | -6 | 1 | -5 | 5 | 1 | 1 | -3.2 | 1 | -6
COC(=O)COc1cccc(NS(=O)(=O)c2ccc(NC(C)=O)cc2)c1 | -3 | 3 | -3 | 4 | 6 | 3 | 0 | 0.4 | 1 | 0
CN(C)CCNC(=O)Nc1ccc([N+](=O)[O-])cc1 | 1 | -5 | 1 | 0 | -14 | 1 | -5 | -0.7 | -5 | 0

Bioassay records from PubChem.
